Bioassay records from PubChem BioAssay.
PRMT1 FP inh = PRMT1 (human) inhibition, primary screen | Q99873 | recombinant PRMT1, activity-based probe fluorescence polarization | inhibition, % at 2.79 µM | 370,000 tested, 1.3% active | AID 652257;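 active means inhibition above about 21% made by adding two undisclosed values, limit read from the data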
Target sequence (Q99873 whole entry, looked up): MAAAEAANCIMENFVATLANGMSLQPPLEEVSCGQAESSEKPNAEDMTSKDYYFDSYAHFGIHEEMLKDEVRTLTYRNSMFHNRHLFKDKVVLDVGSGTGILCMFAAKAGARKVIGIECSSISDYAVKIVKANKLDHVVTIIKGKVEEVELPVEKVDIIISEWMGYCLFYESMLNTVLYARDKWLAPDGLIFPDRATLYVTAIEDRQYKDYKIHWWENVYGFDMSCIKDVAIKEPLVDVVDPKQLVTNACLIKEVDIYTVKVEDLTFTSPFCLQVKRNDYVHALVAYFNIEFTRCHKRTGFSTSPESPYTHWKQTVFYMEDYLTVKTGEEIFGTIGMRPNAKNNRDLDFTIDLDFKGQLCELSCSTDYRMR
LEDGF integ inh = blocks HIV-1 LEDGF/p75-dependent DNA integration | TR-FRET IN-LEDGF/p75 DNA integration, Eu/Cy5 | inhibition, % at 3.7 µM | 370,000 tested, 0.64% active;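 active means inhibition above the screen-wide mean plus 3 SD, cut at about 13% in these data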;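 further: signal is the Cy5 over europium emission ratio at 671 and 618 nm; 0% = plate median of compound wells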
DDE Tn6 FP inh = DD(E)-Tn6 binding inhibition, primary FP screen | inhibition, % at 8.3 µM | Fibrin DD(E) TRITC-Tn6 fluorescence polarization displacement | 370,000 tested, 0.21% active | AID 720509;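 active means inhibition above a per-campaign cutoff: mean of compounds within control limits plus 3 SD, cut at about 15% in these data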;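 further: 0% = median of all compound wells on the plate and 100% = blocking peptide control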
proKLK7 act = activators of human kallikrein-7 zymogen. P49862. purified proKLK7, EDANS-DABCYL substrate fluorescence; 100% is mature enzyme control, 0% vehicle. AID 652039. 370,000 tested, 0.9% active. activation, % at 7 µM;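 active means activation above the mean of all tested compounds plus 3 SD, computed per campaign excluding outliers beyond control limits, cut at about 13% in these data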
Target sequence (P49862 whole entry, looked up): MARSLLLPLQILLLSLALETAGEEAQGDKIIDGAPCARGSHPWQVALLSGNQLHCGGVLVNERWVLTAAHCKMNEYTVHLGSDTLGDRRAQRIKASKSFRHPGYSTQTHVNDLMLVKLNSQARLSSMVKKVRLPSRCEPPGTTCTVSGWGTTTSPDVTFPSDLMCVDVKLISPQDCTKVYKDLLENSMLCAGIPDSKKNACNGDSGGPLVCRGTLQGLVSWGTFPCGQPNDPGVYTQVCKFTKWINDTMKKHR
TCR CD3 inh = blocks the human TCR-CD3 interaction. TAMRA-labeled TCR probe fluorescence, biochemical. inhibition, % at 9.4 µM. 360,000 tested, 0.37% active; in the data active means inhibition above about 19%;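 further: recombinant mutant TCR 2C K166C tagged with TAMRA read by polarization; 0% = receptor in buffer alone and 100% = receptor with positive control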
SIAE primary = inhibitors of human sialic acid acetylesterase SIAE; AID 1053197; 370,000 tested, 0.69% active; Q9HAT2; SIAE FP-Rh probe binding, fluorescence polarization; inhibition, % at 9.66 µM;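 active means inhibition above a cutoff: mean of compounds within the control limits plus 3 SD of those, cut at about 17% in these data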;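 further: 0% = plate median of compound wells and 100% = probe without SIAE protein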
DDE Tn7 FP inh = DD(E)-Tn7 binding inhibition, primary FP screen | inhibition, % at 8.3 µM | FP displacement of FITC-Tn7 peptide from fibrin DD(E); 0% = median of compound wells per plate | 370,000 tested, 0.13% active;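 active means inhibition above the mean of compounds falling within the control limits plus 3 SD of them, cut at about 14% in these data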;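 further: 0% = plate median of compound wells and 100% = 10 µM Aha-Tn7 peptide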
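Also added: labelled Tn7 tracer, 0.1 µM; Assay system: human fibrin DD(E) protein; Amount: 2 µM fibrin DD(E); Schedule: 10 min compound pre-incubation, 3 h probe incubation at room temperature; Repeats: one replicate per compound; Read-out basis: percent inhibition; Measured by: fluorescence polarization of the labelled Tn7 tracer.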
TDP2 absorb = TDP2 (human) inhibition, absorbance primary screen; 370,000 tested, 0.34% active; inhibition, % at 12.8 µM; recombinant TDP2, T5PNP hydrolysis, p-nitrophenol absorbance 415 nm; O95551;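 active means inhibition above the mean of all tested compounds plus 3 SD, set per campaign, cut at about 25% in these data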;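 further: 0% = DMSO with enzyme and 100% = buffer with substrate but no TDP2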
Target sequence (O95551 whole entry, looked up): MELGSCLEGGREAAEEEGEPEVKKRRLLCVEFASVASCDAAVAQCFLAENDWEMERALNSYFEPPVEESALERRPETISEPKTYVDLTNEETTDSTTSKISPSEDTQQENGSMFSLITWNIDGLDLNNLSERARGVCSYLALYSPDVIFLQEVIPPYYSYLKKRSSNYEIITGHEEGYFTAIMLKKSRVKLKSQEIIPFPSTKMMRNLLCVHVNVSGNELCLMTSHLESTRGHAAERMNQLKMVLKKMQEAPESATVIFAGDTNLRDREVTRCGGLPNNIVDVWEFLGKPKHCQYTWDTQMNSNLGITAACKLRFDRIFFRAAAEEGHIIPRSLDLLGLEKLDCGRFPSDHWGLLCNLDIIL
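Assay system: recombinant human TDP2 / Reagent: T5PNP substrate at 5 mM, a TopII-DNA adduct mimic / Measured by: epi absorbance from released p-nitrophenol / Evaluation: % inhibition relative to enzyme-containing and enzyme-free wells / Control set: enzyme-free and DMSO wells / Replicates: each compound tested once, singlicate / Schedule: enzyme reaction with compound for 2 h at 37 °C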
MBD2 inh = MBD2-methylated oligo binding inhibition. Q9UBB5. TR-FRET, MBD2 binding to methylated oligonucleotide. inhibition, % at 4.4 µM. 370,000 tested, 0.31% active; in the data active means inhibition above about 13%
UHRF1 MBD2 ctr = human UHRF1 methylated DNA binding inhibitors; UHRF1 binding to methylated oligo, TR-FRET; 370,000 tested, 0.75% active; Q96T88; inhibition, % at 4.4 µM; in the data active means inhibition above about 21%;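 further: UHRF1 SRA domain binding a hemimethylated CpG hairpin DNA probe; 0% = median of test compound wells and 100% = reference inhibitor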
Numbers without * were called inactive; . = not tested or not shown.

SMILES	PRMT1 FP inh	LEDGF integ inh	DDE Tn6 FP inh	proKLK7 act	TCR CD3 inh	SIAE primary	DDE Tn7 FP inh	TDP2 absorb	MBD2 inh	UHRF1 MBD2 ctr
O=C(COc1ccc(F)cc1Cl)Nc1cccc(S(=O)(=O)N2CCCC2)c1	-0.3	-1.5	-0.5	0.2	1.1	-9.7	10.9	-4.6	5.4	0.1
Cc1ccc(CN2C(=O)c3ccccc3C2C(=O)NCc2cccnc2)cc1 (configuration not stated)	0.9	1.5	2.5	-0.3	-1.4	-4.0	6.1	3.7	5.5	5.4
CCOC(=O)NN=C1CCC(c2ccccc2)CC1 (configuration not stated)	0.5	0.1	-0.2	0.9	1.8	2.0	10.1	6.4	1.1	-1.0
O=C(NCc1nc2ccccc2[nH]1)C1=C[C@@H](c2ccc(Br)cc2)C[C@@H](OCCCCO)O1	0.0	-0.2	-0.9	-0.7	2.5	-1.2	1.2	4.0	-2.4	-0.7
Cc1c(CNC(=O)c2cnn3c2NC(c2ccc(Br)cc2)CC3C(F)(F)F)cnn1C (configuration not stated)	-0.7	-1.9	-3.4	-0.3	4.6	1.4	1.2	-12.6	-1.8	-2.5
Cc1cc(NC(=O)/C=C/C(=O)N(c2ccccc2C)C(C(=O)NC2CCCC2)c2ccc(F)cc2)no1 (configuration not stated)	-2.4	2.1	0.8	0.6	-6.1	0.4	-3.7	-3.7	-5.3	-0.7
O=S(=O)(Cc1ccccc1)N1CCN(Cc2ccc(Br)cc2)CC1	0.0	1.5	-2.2	-0.5	-0.5	3.6	-2.2	5.9	-2.2	1.0
CN(C)CCCN(C(=O)c1cc2ccccc2oc1=O)c1nc2c(F)cccc2s1	5.7	0.1	-1.8	0.2	-7.0	2.6	-0.1	4.9	-0.1	-0.2
CCNC(=O)C1(C)CCCN(Cc2ccc(-n3ccnc3)cc2)C1 (configuration not stated)	-1.2	-4.3	-1.6	-0.1	-5.2	1.8	-3.4	-3.5	1.5	-1.7
N#Cc1ccccc1OCC(=O)OCC(=O)N1CCN(C(=O)c2ccco2)CC1	-3.4	-1.6	7.4	-0.3	-2.8	-1.1	1.9	5.3	-3.3	0.6
CCOC(=O)C1CCCN(C(=O)c2ccc3[nH]c4c(c3c2)CC(C)CC4)C1 (configuration not stated)	0.6	2.2	-3.3	7.7	-13.0	-0.3	-7.6	-19.1	-0.7	1.6
COc1ccc(NC(=O)CN(c2ccc(OC)cc2)S(=O)(=O)c2c(C)nn(C)c2C)cc1	-1.7	-0.8	5.5	0.0	-0.4	-2.5	-6.5	-7.9	2.7	-1.4
COc1ccc(S(=O)(=O)Nc2ccc(NC(C)=O)cc2)cc1Cl	-1.4	-0.3	-2.5	-1.1	-2.1	-2.9	-4.1	1.0	5.6	-0.2
CC(C(=O)Nc1ccc(F)c(F)c1F)N1CCCCCC1 (configuration not stated)	-1.8	1.2	0.5	-0.2	1.5	-0.1	1.5	-11.2	-3.5	1.3
COc1cccc(/C=N/NC(=O)C(=O)N2CCCC2)c1	-0.7	-1.9	-1.3	-0.1	5.5	15.9	-1.8	9.1	0.6	-0.5
CCN(CC)C(=O)C1CCN(S(=O)(=O)c2ccc3c(c2)CCCN3C(=O)C2CCC2)CC1	1.9	2.0	-4.0	-0.2	11.6	1.6	1.6	10.0	-0.7	-0.1
O=C(CN1C(=O)NC2(CCCCCC2)C1=O)N1CCN(S(=O)(=O)c2ccc(Cl)cc2)CC1	-2.8	2.9	-5.6	0.2	-0.4	0.8	-12.1	-9.5	-1.3	0.5
O=C(O)c1cccc(NC(=O)c2cc(NC(=O)c3ccccc3)cc(NC(=O)c3ccccc3)c2)c1	4.2	1.2	-4.5	0.1	6.0	-65.7	4.7	-3.1	-6.5	-2.6
O=C(Nc1nc(-c2ccccc2)cs1)c1ccc2c(c1)S(=O)(=O)c1ccccc1C2=O	-2.3	0.0	-1.1	-0.5	-5.7	0.5	-5.2	-20.4	2.9	6.2
COc1ccccc1CC(=O)Nc1cc(S(=O)(=O)N2CCOCC2)ccc1N1CCOCC1	2.8	-4.2	6.5	-0.1	1.0	3.5	5.1	-9.0	-3.6	0.3
O=C(NCc1ccccc1)c1ccc(S(=O)(=O)NCc2ccco2)cc1	-1.8	-0.5	14.1	-0.2	5.7	1.4	1.4	1.5	1.0	-0.8
O=C(NC1CCCC1)C(c1ccc(N2CCOCC2)cc1)N(Cc1ccco1)C(=O)c1ccco1 (configuration not stated)	-4.0	-1.7	5.1	0.5	5.4	-3.7	4.0	-8.8	-3.7	-0.4
O=C(C(c1ccccc1)C(O)c1ccccc1)N1CCOCC1 (configuration not stated)	3.5	-0.7	3.0	-0.4	-9.2	4.0	4.3	2.9	5.7	3.8
O=C(NCC1CCCO1)c1ccc([N+](=O)[O-])o1 (configuration not stated)	-2.1	2.4	-4.5	0.1	-1.7	-5.2	1.6	14.6	-1.9	2.1
Cc1ccc(NC(=O)c2ccc(OC(=O)COc3ccc(Cl)c(C)c3)cc2)cc1	1.8	-4.1	1.1	-0.1	-1.6	5.4	0.1	4.5	3.8	1.8
Cc1noc(C)c1COc1cccc(C(=O)OCCOc2ccc(F)cc2)c1	0.2	-0.1	-4.9	0.5	0.0	-2.9	-6.7	0.1	-1.2	-2.9
Cc1cccc(C)c1NC(=O)COC(=O)c1cccc2c1C(=O)c1ccccc1C2=O	-0.2	-0.2	1.7	-0.3	2.6	1.2	0.9	6.8	-2.6	-0.7
COc1cc(CC(=O)OCC(=O)Nc2cc(S(=O)(=O)N3CCCC3)ccc2Cl)cc(OC)c1OC	1.3	-2.2	4.4	0.3	3.1	-2.9	-1.6	4.2	3.5	0.4
CC1CCN(CCCNS(=O)(=O)c2cc3c(cc2Br)CCN3C(=O)C2CC2)CC1	-1.8	-2.5	7.4	0.1	.	3.9	-1.5	10.8	2.0	-2.9
O=C(N[C@@H](Cc1ccccc1)C(=O)OCc1ccccc1)c1nc[nH]c1C(=O)NC(c1ccccc1)c1ccccc1	0.0	-0.5	-10.4	-0.2	7.9	-40.6	3.2	-6.3	-0.8	-2.6
C=CCOc1c(Br)cc(/C=C2/C(=O)ON=C2C)cc1OC	0.9	-1.8	5.3	0.3	-4.9	0.8	2.1	24.1	2.2	-2.2
O=C(CCCCCN1C(=O)[C@@H]2Cc3ccccc3CN2C1=O)Nc1ccccc1Cl	-2.8	1.8	1.9	0.2	0.1	-0.8	-8.0	-5.3	3.3	3.7
CCOc1cc(NC(=S)NCC(C)C)c(OCC)cc1NC(=O)c1cccs1	-2.5	3.3	-9.9	-0.2	-2.0	-6.8	-2.8	-22.6	-1.4	1.2
COCCn1c(SCC(=O)c2cc(C)n(C)c2C)nc2ccccc2c1=O	-0.1	2.8	-6.4	-0.1	0.0	6.6	-3.7	3.3	1.8	-2.8
O=C(COc1ccc(Cl)cc1Cl)NC(=O)N1CCCCC1	-1.7	4.1	2.6	-0.1	0.8	-2.2	-2.0	-8.4	4.7	-2.9
CCOc1ccc(NC(=O)CCNC(=O)c2ccc(Br)cc2)cc1	-2.1	0.1	-3.3	-0.1	-6.7	0.1	-9.5	-4.4	-1.1	0.4
C=CCC[C@H](Cc1ccc(F)cc1)C(=O)OC[C@H]1CCCN1C(=O)[C@@H](CC=C)CC(=O)NCCO	3.9	-1.8	6.1	0.6	1.1	-1.7	3.4	-2.2	-1.2	-0.5
O=C(Nc1ccccc1N1CCOCC1)c1cc(-c2ccncc2)nc2ccccc12	-2.1	-4.0	0.1	0.0	2.0	22.0*	-3.7	9.5	3.7	10.2
CC(=O)Nc1ccc(Nc2nc(-c3cc4ccccc4oc3=O)cs2)cc1	1.5	0.0	-7.2	0.9	-0.2	-3.5	2.8	1.5	-0.1	-0.9
Cc1[nH]c(C)c(S(=O)(=O)N(C)Cc2ccccc2)c1C(=O)N1CCCCC1	-4.7	2.4	7.1	-0.4	2.6	11.3	4.8	-10.3	4.3	-1.6

The final two compounds of the part above open the next one.
SMILES	PRMT1 FP inh	LEDGF integ inh	DDE Tn6 FP inh	proKLK7 act	TCR CD3 inh	SIAE primary	DDE Tn7 FP inh	TDP2 absorb	MBD2 inh	UHRF1 MBD2 ctr
CC(=O)Nc1ccc(Nc2nc(-c3cc4ccccc4oc3=O)cs2)cc1	1.5	0.0	-7.2	0.9	-0.2	-3.5	2.8	1.5	-0.1	-0.9
Cc1[nH]c(C)c(S(=O)(=O)N(C)Cc2ccccc2)c1C(=O)N1CCCCC1	-4.7	2.4	7.1	-0.4	2.6	11.3	4.8	-10.3	4.3	-1.6
O=C(Cc1ccccc1Cl)c1ccccc1	-7.9	2.8	-3.8	0.2	2.0	0.9	-6.6	-7.5	-4.0	2.3
Oc1c(Br)cc(CNC2CCCCC2)cc1Br	-1.4	2.0	-5.6	-0.3	-0.1	6.9	-9.3	6.7	2.1	-3.5
COc1ccc(-c2cc(C(=O)OCC(=O)N3CCCCC3)c3ccccc3n2)cc1OC	1.7	1.6	3.7	-0.1	3.5	-17.3	1.6	6.0	-3.5	0.6
Cc1ccc(C)c(NC(=O)c2ccc(S(=O)(=O)N(C)CC3CCCO3)cc2)c1 (configuration not stated)	-2.1	2.5	-0.3	0.1	6.9	-1.9	10.8	12.6	-6.2	-1.5
CCc1nnc(NS(=O)(=O)c2ccc(NC(=S)NC(=O)c3ccc(Br)cc3)cc2)s1	-3.2	0.2	-2.0	0.1	-4.4	-16.1	2.5	5.3	3.9	-4.9
CCNC(=S)N(Cc1cc2cc(C)cc(C)c2[nH]c1=O)C1CCCC1	-2.0	1.1	-2.4	0.4	-2.1	1.3	-1.4	7.3	-5.6	-3.6
COc1ccc(NC2=C(C(C)=O)C(c3ccc(OC)c(OC)c3)C(C(C)=O)C(C)(O)C2)cc1 (configuration not stated)	3.9	-0.8	5.5	1.2	-1.1	1.2	7.0	2.6	-8.9	-3.2
O=S1(=O)N=C(N(CCO)/N=C/c2ccccc2)c2ccccc21	-4.2	3.0	-0.5	1.2	0.6	-0.9	-7.7	-4.7	-4.9	-1.9
Cc1c(C(=O)N2CCN(c3ccccc3)CC2)oc2c(F)cccc12	0.1	-4.3	-3.3	-0.1	-9.9	6.3	-0.7	-0.6	-0.3	3.0
O=C(O)c1cc(-c2ccc(Cl)cc2)n(-c2ccc(Cl)cc2)n1	-2.3	3.1	10.7	-0.4	8.8	0.5	-5.6	2.8	1.6	-1.3
CCC(c1nnnn1-c1ccc2c(c1)OCCO2)N1CCN(CCN2CCOCC2)CC1 (configuration not stated)	-1.1	-1.0	4.0	-0.1	2.9	1.2	4.8	2.2	0.2	-1.6
Cc1noc(NS(=O)(=O)c2ccc(NC(=O)CSc3nc4ccccc4s3)cc2)c1C	39.9*	-1.8	-5.0	0.7	2.6	-0.8	-6.2	17.0	-5.0	-1.7
COc1ccc(N2CCN(C(=O)c3cc(=O)c4cc(C)ccc4o3)CC2)cc1	-4.5	-1.1	0.1	-0.1	1.4	1.1	-4.4	2.8	-2.0	-2.5
